Compound activity from PubChem BioAssay.
GSK3 alpha inh = blocks human GSK-3 alpha kinase | P49840 | ADP-Glo luminescence, 60 min | inhibition, % at 10 µM | actives 0.1% (n = 320,000) | AID 2650;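 in the data active = inhibition above about 50%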;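 also: GST-tagged GSK-3 alpha with peptide substrate and 25 µM ATP; 0% = DMSO neutral wells and 100% = GW8510 positive control wells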
Target sequence (P49840 whole entry, looked up): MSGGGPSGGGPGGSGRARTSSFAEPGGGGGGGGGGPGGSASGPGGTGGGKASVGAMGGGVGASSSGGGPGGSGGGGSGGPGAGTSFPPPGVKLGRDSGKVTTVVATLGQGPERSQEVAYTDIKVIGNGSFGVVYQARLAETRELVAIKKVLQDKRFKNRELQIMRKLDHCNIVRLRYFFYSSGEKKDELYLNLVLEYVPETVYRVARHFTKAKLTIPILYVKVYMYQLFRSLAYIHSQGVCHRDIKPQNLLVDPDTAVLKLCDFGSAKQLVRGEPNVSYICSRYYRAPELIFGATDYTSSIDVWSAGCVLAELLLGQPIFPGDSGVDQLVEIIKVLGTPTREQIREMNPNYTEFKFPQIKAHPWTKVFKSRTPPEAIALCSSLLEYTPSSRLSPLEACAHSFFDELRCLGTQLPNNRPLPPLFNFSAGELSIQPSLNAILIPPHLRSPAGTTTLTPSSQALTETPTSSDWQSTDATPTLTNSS
Starred values were filed as active, the others as inactive. The list is partial (hit frequency here may not be typical).

SMILES	GSK3 alpha inh
COc1ccc(CCNC(=O)CN2C(=O)NC(c3ccccc3)(c3ccccc3)C2=O)cc1	2
c1csc(CNc2ncnc3ccc(-c4ccc5c(c4)OCCO5)cc23)c1	0
O=C(NCC(=O)N1CCOCC1)c1ccc(Cl)c(Cl)c1	-4
CSc1ccc(Cl)c(C(=O)OCC(=O)N2CCNC2=O)c1	-3
Cc1ccc(NC(=O)C2CCC(C(C)(C)C)CC2)cc1S(=O)(=O)N1CCOCC1 (stereo not drawn)	-1
CCOc1ccc(NC(=O)CN(C)C(=O)C2CCN(C(=O)c3ccc(Cl)cc3)CC2)cc1OCC	-1
O=C(COC(=O)CSc1ccc(Cl)cc1)Nc1ccccc1	-4
O=C1C=C(c2cccc(OCc3ccccc3)c2)C[C@@H](c2ccc3c(c2)OCO3)C1	3
Cc1ccc(-c2csc(NC(=O)c3c(C)noc3C)n2)cc1C	-8
COc1cccc(N2CCN(C(=O)CCC(=O)c3ccc(Cl)s3)CC2)c1	1
CN(C(=O)c1ccc(Cl)cc1)C1CCS(=O)(=O)C1 (stereo not drawn)	-1
COC(=O)[C@]1(Cc2ccccc2)N[C@H](CN(C)C(=O)NC(C)C)[C@@H]2C(=O)N(Cc3ccccc3)C(=O)[C@@H]21	3
O=c1c2ccccc2sn1-c1ccc(F)cc1	-2
Cc1ccc(OCCNC(=O)CCNC(=O)c2ccc(Cl)cc2)cc1	-3
CC(C)(C)c1ccc(C(=O)O[C@H]2[C@H](Cc3ccccc3)NS(=O)(=O)[C@H]3C[C@@H]4C=C[C@]23O4)cc1	2
Cc1c(NC(=O)COC(=O)c2cccn2C)c(=O)n(-c2ccccc2)n1C	-5
COc1ccc(-c2oc3ccc(-c4cc(OC)c(OC)c(OC)c4)cc3c2C#Cc2ccccn2)cc1	2
Cc1csc(CNc2ncnc3ccc(-c4ccc5c(c4)OCO5)cc23)c1	2
COc1ccccc1-c1csc2ncnc(Sc3nnnn3C)c12	1
O=C(CCNC(=O)c1ccco1)Nc1nc(-c2ccccc2)cs1	-5
CCN(C[C@H]1N[C@@](CC)(C(=O)OC)[C@H]2C(=O)N(C)C(=O)[C@@H]12)C(=O)Nc1ccc(C)cc1	2
O=C(O)c1cccc2c1C(=O)c1ccc(-c3ccc(Cl)c(C(F)(F)F)c3)cc1S2(=O)=O	9
CCCCn1c(N)c(N(C)C(=O)c2c(C)nn(-c3ccccc3)c2C)c(=O)[nH]c1=O	-1
COc1ccccc1N(C)S(=O)(=O)c1ccc(C(=O)NC2CCCCC2)cc1	-3

A different layout for 4 compounds above:
COc1ccccc1-c1csc2ncnc(Sc3nnnn3C)c12
  GSK3 alpha inh: 1
COc1ccc(-c2oc3ccc(-c4cc(OC)c(OC)c(OC)c4)cc3c2C#Cc2ccccn2)cc1
  GSK3 alpha inh: 2
O=c1c2ccccc2sn1-c1ccc(F)cc1
  GSK3 alpha inh: -2
O=C(CCNC(=O)c1ccco1)Nc1nc(-c2ccccc2)cs1
  GSK3 alpha inh: -5

Other structures follow:
SMILES	GSK3 alpha inh
Cc1cccc(CSc2ccc(S(=O)(=O)N3CCCC3)cn2)c1	12
CCN(c1ccc(C(=O)CN2C(=O)NC3(CCOc4ccccc43)C2=O)cc1)S(C)(=O)=O (stereo not drawn)	-3
COc1ccc(C(=O)COC(=O)[C@@H](NS(=O)(=O)c2ccccc2)C(C)C)cc1	-3
O=[N+]([O-])c1ccc(-c2c(-c3ccccc3)ncc3cc(F)ccc23)cc1	2
COc1ccc(/C=C/C(=O)OCC(=O)NC2CCCCC2C)c(OC)c1 (stereo not drawn)	2
O=C(COC(=O)COc1ccc(Cl)cc1)NC1CCCC1	-1
CN1CC[C@]2(CCN3CCc4c(oc5ccccc45)[C@@H]3C2)N(C)C1=O	-1
NC(=O)c1c(NC(=O)COC(=O)c2ccc(O)c(Cl)c2)sc2c1CCCC2	0
CCOC(=O)c1cccc(C2=CC(=O)C[C@H](c3ccc(Cl)cc3)C2)c1	0
O=C(CCNC(=O)c1ccc(Br)cc1)NC1CCCCCC1	-5
Cc1onc(-c2c(F)cccc2Cl)c1C(=O)OCc1nnc(-c2ccccc2)o1	1
O=C(COC(=O)COc1ccc(Cl)cc1)Nc1ccc2c(c1)OCCO2	-5
COc1ccccc1-c1nnc(SCC(=O)Nc2ccc(N3CCOCC3)cc2)n1N	-1
COc1ccc(CNC(=O)c2cccc(NC(=O)CC3SC(N4CCCCC4)=NC3=O)c2)cc1 (stereo not drawn)	-2
N#Cc1ccsc1NC(=O)C1CCN(C(=O)c2ccc(F)cc2)CC1	3
Cc1cc(NC(=O)CSc2nnc(-c3ccccc3F)n2N)no1	-2
CN(Cc1ccco1)C(=O)CN1C(=O)NC2(CCCC2)C1=O	-3
Cc1ccc(C(=O)COC(=O)COc2ccccc2O)cc1C	0
CCO[C@H]1c2c(ccc3ccc(=O)oc23)OC(C)(C)[C@H]1O	-2
COc1ccccc1NS(=O)(=O)c1ccc(C(=O)NCC(c2cccs2)N2CCOCC2)cc1 (stereo not drawn)	-3
CCN1C(=NCCCOC(C)C)N[C@@H](c2ccccc2)[C@H](C(=O)OC)[C@H]1C	-3
CCc1sc(C(=O)N2CCN(C(=O)c3ccccc3)CC2)cc1C	0
Cc1ccc(NC(=O)COc2ccc3c(c2)OCO3)c(C)c1	0
COc1cc(OC)cc(C(=O)NCC(=O)OC(C)C(=O)NC(C)C2CC3CCC2C3)c1 (stereo not drawn)	-1
N#Cc1ccccc1S(=O)(=O)N1CCN(C(=O)c2cc(=O)[nH]c3ccccc23)CC1	1
CC(=O)c1ccc(OCC(=O)OC(C)C(=O)NC2CCCCC2C)cc1 (stereo not drawn)	-3
CC1CN(S(=O)(=O)c2cccc(C(=O)OCC(=O)N3CCCCCC3)c2)CC(C)O1 (stereo not drawn)	-4
CCCCN1CCC(COC(=O)c2cc(Cl)c(N)c3c2OCCO3)CC1	2
O=C(COC(=O)c1ccc([N+](=O)[O-])o1)NC1CCCc2ccccc21 (stereo not drawn)	-2
Cn1c(SCC(=O)Nc2ccc3c(c2)OCO3)nnc1C(F)(F)F	-1
O=C(CN1C(=O)NC(Cc2c[nH]c3ccccc23)C1=O)Nc1ccc(Br)cc1F (stereo not drawn)	1
CCc1sc(C(=O)Nc2ccc3nc(C)sc3c2)cc1C	0
CCOc1ccc(NC(=O)CN2CCCC2c2cccs2)cc1S(=O)(=O)N1CCCCC1 (stereo not drawn)	-4
CC1(c2ccc3c(c2)OCCO3)NC(=O)N(CC(=O)Nc2ccccc2)C1=O (stereo not drawn)	0
COc1ccc(S(=O)(=O)N2CCOCC2)cc1C(=O)NC1CCCCCC1	-1
COC(=O)C1=C(C)N(CC2CC2)C(=NCc2cccc(C(F)(F)F)c2)N[C@H]1c1ccccc1	1

Five of the entries above in order of the GSK3 alpha inh value, high to low.
SMILES	GSK3 alpha inh
CCCCN1CCC(COC(=O)c2cc(Cl)c(N)c3c2OCCO3)CC1	2
O=C(CN1C(=O)NC(Cc2c[nH]c3ccccc23)C1=O)Nc1ccc(Br)cc1F (stereo not drawn)	1
CC1(c2ccc3c(c2)OCCO3)NC(=O)N(CC(=O)Nc2ccccc2)C1=O (stereo not drawn)	0
O=C(COC(=O)c1ccc([N+](=O)[O-])o1)NC1CCCc2ccccc21 (stereo not drawn)	-2
CC1CN(S(=O)(=O)c2cccc(C(=O)OCC(=O)N3CCCCCC3)c2)CC(C)O1 (stereo not drawn)	-4

The listing continues:
SMILES	GSK3 alpha inh
CCN(CC)S(=O)(=O)c1cccc(NC(=O)COC(=O)c2cncc(Br)c2)c1	-4
CC(C)(C)OC(=O)NCCCCCNC(=O)c1nc[nH]c1C(=O)NCCCCCNC(=O)OC(C)(C)C	6
CCOC(=O)c1cccc(-c2c(-c3ccccc3)ncc3cc(OC)c(OC)cc23)c1	0
O=C(COC(=O)c1cc(Cl)nc(Cl)c1)NC1CCCCCC1	0
CCC(=O)c1ccc(OCC(=O)N2CCN(C(=O)c3ccccc3)CC2)cc1	0
CC(=O)Nc1ccc(S(=O)(=O)Nc2ccccc2N2CCOCC2)cc1	8
O=C(Cc1ccc(S(=O)(=O)N2CCOCC2)s1)Nc1cc(Cl)ccc1Cl	0
Cc1cc(C)n(-c2ccc(C(=O)NCC(=O)Nc3cc(Cl)ccc3Cl)cc2)n1	-4
N#Cc1ccc(C2=CC(=O)C[C@H](c3ccc(F)cc3)C2)cc1	4
Cc1c(C(=O)N(Cc2nnc(-c3ccccc3Cl)o2)C2CC2)oc2ccccc12	0
O=C(COC(=O)c1ccc(F)cc1F)Nc1cccnc1Cl	-4
CC(C)(C)OC(=O)C[C@@H]1C/C=C\C[C@@H](CC(=O)NCCO)C(=O)N2CCC[C@H]2COC1=O	0
CC(OC(=O)c1cccnc1Cl)C(=O)NCc1ccccc1 (stereo not drawn)	-2
Cc1csc(SCC(=O)Nc2ccccc2C)n1	-1
CC1CCC(NC(=O)CN2C(=O)NC3(CCCCC3C)C2=O)CC1 (stereo not drawn)	0
O=C(CNc1cc(S(=O)(=O)N2CCOCC2)ccc1N1CCOCC1)Nc1cccc(C(F)(F)F)c1	-2
COc1cccc(CNC(=O)COC(=O)c2nn(C)c(=O)c3ccccc23)c1	-4
COc1ccc(NC(=O)CN2C(=O)NC3(CCCCC3C)C2=O)cc1S(=O)(=O)N1CCOCC1 (stereo not drawn)	2
Cc1cc(C)n(CC(=O)NNC(=O)COc2ccc(Cl)cc2Cl)n1	-2
C[C@@H]1COC(=O)[C@H](Cc2ccc(F)cc2)CC/C=C/C[C@@H](CC(=O)N[C@@H](CO)Cc2ccccc2)C(=O)N1	-4
NC(=O)NC(CC(=O)NNC(=O)c1cccs1)c1ccc(Cl)cc1 (stereo not drawn)	-5
NC(=O)c1ccc(NC(=O)COC(=O)/C=C/c2ccc(Br)o2)cc1	-2
O=C(CCCN1C(=O)NC2(CCCC2)C1=O)NCc1ccccc1	-2
OC[C@H]1OC(O)[C@H](O)[C@@H]1O (stereo partly drawn)	-1
COc1ccc(Cl)cc1NC(=O)CN(C)C(=O)c1cc2c(F)cccc2s1	-2
CCOC(=O)c1ccc(S(=O)(=O)NNc2ccc(C(F)(F)F)cn2)cc1	-2
O=C(Cc1c(F)cccc1Cl)OCC(=O)N1CCN(c2ccccc2)CC1	-3
CCN(C[C@H]1N[C@@](CC)(C(=O)OC)[C@H]2C(=O)N(C)C(=O)[C@@H]12)S(=O)(=O)c1ccc(C)cc1	3
Cc1cc(NC(=O)COC(=O)C2CSC3(C)CCC(=O)N23)ccc1Br (stereo not drawn)	-2
O=C(CSc1ccccc1)Nc1cccc(S(=O)(=O)N2CCCCC2)c1	0
O=C1NC2(CCCCC2)C(=O)N1CC(=O)N1CCc2ccccc21	0
Cc1ccnc(NC(=O)c2ccc(Cl)c(S(=O)(=O)N3CCCCC3)c2)c1	0
N#Cc1cc([N+](=O)[O-])ccc1NC(=O)COC(=O)c1cnccn1	1
Cc1ccc(C(=O)c2ccccc2C(=O)OCC(=O)N2CCCC2)cc1	3
CN(CC(=O)Nc1ccc(OC(F)(F)F)cc1)C(=O)/C=C/c1ccco1	0
Nc1cc(=O)[nH]c(SCC(=O)Nc2cccc(S(=O)(=O)N3CCCCC3)c2)n1	2
COc1ccc(CNC(=O)COC(=O)c2ccc(S(=O)(=O)N3CCOCC3)cc2)cc1	-2
CCN(CC)CCn1c(NS(=O)(=O)c2ccc(C)cc2)nc2ccccc21	-2
CCSc1nnc(SCC(=O)NC2CCCCC2)s1	-1
COc1ccccc1NC(=O)/C(N=Nc1ccc(C)c(S(=O)(=O)Nc2ccccc2Cl)c1)=C(\C)O	1
CC(C)C(NC(=O)c1ccc(Cl)c([N+](=O)[O-])c1)C(=O)NCc1ccccn1 (stereo not drawn)	-3
COCc1c(C(=O)N2CCN(Cc3nc4ccccc4s3)CC2)oc2ccccc12	4
COc1cc(NCC(=O)Nc2cccc(S(=O)(=O)N3CCCCC3)c2)cc(OC)c1OC	-4
Cc1ccc(NC(=O)CSc2ncccn2)cc1S(=O)(=O)N1CCOCC1	1
O=C(COC(=O)C1COc2ccccc2O1)Nc1ccccc1OC(F)F (stereo not drawn)	-4
COc1cc(Cl)c(C)cc1NC(=O)c1ccccc1-n1cnnn1	0
CCCNC(=O)C(Cc1ccccc1F)NC(=O)c1ccccn1 (stereo not drawn)	-4
CCN(Cc1ccc(OC)c(F)c1)C(=O)/C=C/c1ccc(S(=O)(=O)N2CCOCC2)cc1	1

Another view of some results above:
| GSK3 alpha inh | SMILES |
| --- | --- |
| -4 | CCCNC(=O)C(Cc1ccccc1F)NC(=O)c1ccccn1 (stereo not drawn) |
| 4 | COCc1c(C(=O)N2CCN(Cc3nc4ccccc4s3)CC2)oc2ccccc12 |
| 1 | Cc1ccc(NC(=O)CSc2ncccn2)cc1S(=O)(=O)N1CCOCC1 |
| -2 | CCN(CC)CCn1c(NS(=O)(=O)c2ccc(C)cc2)nc2ccccc21 |

Further entries:
SMILES	GSK3 alpha inh
O=C(COC(=O)/C=C/c1ccc(Cl)cc1)Nc1cccc(S(=O)(=O)NC2=NCCCCC2)c1	-1
Cc1ccc(C(NC(=O)c2cccc(S(=O)(=O)N3CCN(C)CC3)c2)c2ccccc2)cc1 (stereo not drawn)	-2
CCOC(=O)C1=C(CC)Nc2ccccc2N/C1=N\S(=O)(=O)c1cccc(C(C)=O)c1	0
Nc1nc(N)nc(-c2cccc(Cl)c2Cl)n1	4
CCOc1ccc(C(=O)CCC(=O)Nc2cccc(S(=O)(=O)N3CCCCC3)c2)cc1	0
NC(=O)c1ccc(NC(=O)COC(=O)CC23CC4CC(CC(Br)(C4)C2)C3)cc1	0
Cc1ccc(S(=O)(=O)N2CCN(C(=O)Cn3c(=O)cnc4ccccc43)CC2)cc1	2
COc1ccc(-c2nn(-c3ccccc3)cc2C(=O)Nc2cccc(S(=O)(=O)NC3=NCCC3)c2)cc1	-6
CCN(C(=O)C(C)Sc1ccc(S(=O)(=O)N2CCOCC2)cn1)c1ccccc1 (stereo not drawn)	2
CC1CC(=O)Nc2ccccc2N1C(=O)Cn1cnc2ccccc2c1=O (stereo not drawn)	2
O=C(Cc1cccs1)N1CCN(S(=O)(=O)c2ccc(F)c(F)c2)CC1	-1
C=CC[C@H](CC(=O)NCCO)C(=O)NC[C@@H](OC(=O)[C@@H](CC=C)CC(=O)OC(C)(C)C)c1ccccc1	-3
